# HEK293 tox – cytotoxicity in counter-screen for GLP-1R inverse agonists; HEK293 cAMP-luciferase reporter cells, luminescence, 24 h; Potency, µM (top dose mostly 38.3 µM), inactives show at the top dose activity change, negative = inhibition, hits mostly inhibitors; 410,000 compounds, 0.13% hits;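 further: loss of luciferase light is scored as toxicity; potency means the concentration at half of the fitted maximal effect; on the % scale 0 is the no-effect control and ±100 the full control effect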
#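 To flag toxic compounds, the library was rerun on cells for 24 hr at 37 deg C and 5% CO2. Viability-linked luminescence was captured 12 min after adding luciferase detection reagent.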
# SW480 rereplic – inducers of DNA re-replication in SW480 colon cancer cells. 340,000 compounds, 1.8% hits. AID 624297. Potency, µM (doses to about 46.1 µM), for the others: top-dose re-replication activation, most hits filed as activators. SW480 DNA re-replication, Hoechst DNA content imaging, 48 h; further: potency means the concentration at half of the fitted maximal effect; % of control where 0% means no effect; nearly all actives have a fitted effect of over 55% in size
#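 SW480 cells exposed to compounds for 48 hr at 37 C, 5% CO2, then Hoechst-stained 40 min. Nuclear DNA content imaged by fluorescence scanning (405 nm excitation, 500-530 nm emission); re-replication scored as increased high-intensity nuclei.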
# KB-V1 cytotox – KB-V1 MDR subline cytotoxicity. KB-V1 MDR cells viability, CellTiter-Glo, 72 h. Potency, µM (highest dose often 46.1 µM), without a hit: at the top dose activity change, negative = cytotoxicity, usual class: cytotoxic. 400,000 compounds, 3.4% hits; further: potency means the concentration at half of the fitted maximal effect; on the % scale 0 is the no-effect control and ±100 the full control effect; nearly all actives have a fitted effect of over 60% in size
#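 Cytotoxicity toward P-gp-expressing KB-V1 cells was determined as loss of CellTiter-Glo luminescence after 72 h at 37 degrees C. Compounds were tested in quantitative HTS format across a concentration range, with curves fitted to normalized data.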
# HT1080NT lethal – kills 2HG-producing HT-1080-NT fibrosarcoma cells. HT-1080-NT fibrosarcoma viability, CellTiter-Glo ATP luminescence, 48 h. Potency, µM (highest dose often 46.1 µM), for inactives: at the highest dose activity, negative = less viability, usual class: cytotoxic. 360,000 compounds, 1.6% hits;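 further: NT is the 2HG producing partner of a matched IDH1 knockdown line; potency means the concentration at half of the fitted maximal effect; 0% = DMSO-treated cells and -100% = media-only wells without cells; nearly all actives have a fitted effect of over 55% in size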
#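 750 cells/well, RPMI + 5% FBS; 2 h settle, compound pin-transfer, 48 h at 37 degrees C. CellTiter-Glo 10 min RT, luminescence. Normalized to DMSO and media-only wells.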
# MCF10A rerep – inducers of DNA re-replication in MCF 10A breast cells; AID 624296; Potency, µM (titrated, usually from 46.1 µM), for the others: at the highest dose activity, positive = re-replication, usual class: activators; MCF 10A DNA re-replication, Hoechst nuclear intensity, 48 h; 350,000 compounds, 2.9% hits; further: potency means the concentration at half of the fitted maximal effect; % of control where 0% means no effect; nearly all actives have a fitted effect of over 50% in size
# D3 ag – D3 dopamine receptor (human) agonism; D3R DiscoveRx beta-arrestin cells, luminescence, 90 min; max activation, %; 410,000 compounds, 0.58% hits; in the data active means max activation above about 30%; further: 0% is about no effect; mostly tested at two doses, the higher about 12 µM
# Target sequence (P35462 whole entry, looked up): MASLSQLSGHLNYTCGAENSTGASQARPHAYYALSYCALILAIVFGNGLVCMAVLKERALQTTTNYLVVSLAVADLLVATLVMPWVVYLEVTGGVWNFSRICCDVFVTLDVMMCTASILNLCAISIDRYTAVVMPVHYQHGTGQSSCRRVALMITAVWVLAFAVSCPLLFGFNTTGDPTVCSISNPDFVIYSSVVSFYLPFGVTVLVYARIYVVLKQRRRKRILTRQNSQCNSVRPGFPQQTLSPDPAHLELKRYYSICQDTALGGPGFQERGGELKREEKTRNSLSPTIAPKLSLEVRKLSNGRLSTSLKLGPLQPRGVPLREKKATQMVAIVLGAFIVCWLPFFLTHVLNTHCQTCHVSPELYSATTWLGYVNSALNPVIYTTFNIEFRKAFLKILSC
#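 Agonist mode: compounds and dopamine controls were applied to plated cells for 90 min at 37 degrees C after an overnight attachment at 1500 cells/well. Luminescent read-out followed 30 - 60 minutes at room temperature with DiscoveRx detection reagent.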
# HT1080 IDH1KD tx – HT-1080 IDH1 knockdown cell toxicity (counter line); HT-1080 IDH1 knockdown viability, ATP luminescence, 48 h; Potency, µM (doses to about 46.1 µM), for the others: at the top dose activity, negative = toxicity, usual class: cytotoxic; 360,000 compounds, 2% hits; AID 686971;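 further: potency means the concentration at half of the fitted maximal effect; 0% = DMSO wells and -100% = cell-free medium wells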
#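 Viability of IDH1-knockdown HT-1080 fibrosarcoma cells was assessed by CellTiter-Glo after 48 h at 37 °C with titrated compound; concentration-effect curves were classified by fit quality and response size.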
# IL1B secr inh – blocks inflammasome-driven IL-1 beta release; THP-1 LPS/ATP IL-1B secretion, AlphaLISA, 16 h; stronger effect = lower value; activity change, % at 57.5 µM; 360,000 compounds, 4.7% hits; in the data active means activity change below about -50%; inconclusive means mostly about -30% to -49%; further: on the % scale 0 is the no-effect control and ±100 the full control effect
#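 Secreted IL-1B measured by AlphaLISA bead assay after 16 h compound exposure of THP-1 cells; compounds (final up to 57.5 uM) added 1 h before LPS (250 ng/mL) and ATP (1.25 mM) stimulation; lower signal means less secretion.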
# KB-3-1 cytotox – kills parental KB-3-1 adenocarcinoma cells | Potency, µM (highest dose often 46.1 µM), for the others: at the top dose activity change, negative = cytotoxic, most hits filed as cytotoxic | AID 1347075 | 400,000 compounds, 1.4% hits | KB-3-1 viability, CellTiter-Glo ATP luminescence, 72 h; further: potency means the concentration at half of the fitted maximal effect; on the % scale 0 is the no-effect control and ±100 the full control effect; nearly all actives have a fitted effect of over 60% in size
#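 72 h, 37 °C compound treatment of KB-3-1 parental cells; CellTiter-Glo added, 10 min, luminescence read. Data corrected against DMSO-only plates and normalized before curve fitting.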
# * hit, by the source's call; i = inactive; ? = inconclusive; / = not tested or not shown; & = joins results of further samples; [ ] = remark or other dose. Unless noted, the call rests on the fitted dose curve; in most records, active means well fitted curve in the direction sought with a large enough effect; inconclusive means small, poorly fitted or top-dose-only effect, or another doubt; inactive means no such curve, though single readings can be large; an effect the other way counts as inactive or inconclusive.
molecule,HEK293 tox,SW480 rereplic,KB-V1 cytotox,HT1080NT lethal,MCF10A rerep,D3 ag,HT1080 IDH1KD tx,IL1B secr inh,KB-3-1 cytotox
CC1(C)CC(=O)C2=C(C1)NC(=O)NC2c1ccc([N+](=O)[O-])cc1 (configuration not stated),7%,-88%,12%,4%,-4%,13,7%,7,4%
COC(=O)c1ccccc1OCCOc1ccccc1C(=O)OC,25%,-3%[9.22 µM],2%,-1%,7%,1,0%,-24,0%
O=C(CCC1CCN(Cc2ccc(C#CCCO)cc2)CC1)NC1CC1,-3%,0%,0%,7%,4%,-5,6%,13,15%
Cc1oc(C(C)(C)C)cc1C(N)=O,-1%,?,24%,-7%,-1%,-14,0%,25,0%
CNC(=O)Nc1cccc(-c2ccnc(C)n2)c1,4%,-11%,17%,2%,1%,0,2%,34,6%
CCOc1cc(/C=N\NC(=O)OC(C)(C)C)ccc1OC(=O)c1ccco1,-6%,-2%,-8%,2%,2%,3,-23%,10,13%
O=C(CCc1ccccc1)NC(=S)Nc1cccc(Br)c1,?,0%,-20%,10%,16µM*,5,3%,10,10%
CC(C)c1[nH]nc2c1C(c1cccnc1)C(C#N)=C(N)O2 (configuration not stated),-7%,-7%,-11%,15%,-3%,2,3%,9,-9%
CCN(C(=O)c1ccc(NC(C)=O)cc1)c1ccccc1,1%,-20%,-25%,21%,0%,15,6%,12,5%
Cc1ccc(OCC(=O)Nc2ccc(Cl)c(-c3nc4ncccc4o3)c2)cc1C,1%,/,?,/,/,3,/,/,2%
COc1cccc(C(=O)N2[C@H](COCc3ccccc3)C=CS2(=O)=O)c1,-1%,/,0%,4%,/,3,-28%,-29,0%
O=C(CCC(=O)c1ccccc1)Nc1ccccc1,17%,-47%[inhibitor],-7%,16%,-23%,-13,16%,/,6%
CCOC(=O)Cc1c(C)[nH]n(-c2ccccc2)c1=O,-2%,2%,16%,-17%,?,6,-17%,?,1%
Cc1ccc(S(=O)(=O)NCCCCCC(=O)Nc2ccccc2)cc1,-3%,0%,?,4%,1%,0,-8%,13,4%
Cc1nn(Cc2ccccc2)c(C)c1N,14%,-700%[inhibitor],2%,12%,-6%,-9,3%,10,4%
Cc1ccc(C)c(NC(=O)Cn2nnc(C(=O)NCc3ccccc3Cl)c2N)c1,13%,/,-9%,/,/,3,/,/,17%
CC(C)n1cc(CN2CCC(n3nccc3NC(=O)C3CCCC3)CC2)cn1,8%,-20%,7%,15%,1%,-5,25%,i,1%
FC(F)Oc1ccccc1/C=N/Nc1nc2ccccc2o1,-9%,1%,15%,-23%,4%,-23,-25%,-1,5%
OCCNc1nc2nonc2nc1NCCO,3%,-4%,27%,2%,-1%,2,3%,1,4%
COc1ccc(C(=O)COc2cccc(NC(=O)c3ccco3)c2)cc1,-1%,1%,-29%,8%,1%,2,14%,2,4%
CCOc1ccc2nc(NC(=O)C3CSC4(C)CCC(=O)N34)sc2c1 (configuration not stated),-9%,-7%,3%,2%,19%,2,-3%,-15,3%
O=C(CN1C(=O)c2ccc([N+](=O)[O-])cc2C1=O)NCc1ccc(C(=O)O)cc1,17%,-2%,?,14%,0%,-2,21%,-27,9%
Cc1cccc(NC(=O)Cn2cc(S(=O)(=O)N3CCCC3)c(S(=O)(=O)N3CCCC3)c2)c1C,16%,/,7%,/,/,0,/,/,?
NCCCC[C@H]1CNC(=S)N1CC1CCCCC1,0%,-3%,9%,-2%,2%,-5,9%,30,3%
COc1ccc(-c2csc(Nc3cc(C)ccn3)n2)cc1OC,12%,1%,-14%,-27%,?,2,?,-87*,-19%

# Entries of single compounds, looked up by structure. Values in the order: HEK293 tox, SW480 rereplic, KB-V1 cytotox, HT1080NT lethal, MCF10A rerep, D3 ag, HT1080 IDH1KD tx, IL1B secr inh, KB-3-1 cytotox
# Cc1cccc(NC(=O)Cn2cc(S(=O)(=O)N3CCCC3)c(S(=O)(=O)N3CCCC3)c2)c1C in the list: 16%, /, 7%, /, /, 0, /, /, ?
# CCN(C(=O)c1ccc(NC(C)=O)cc1)c1ccccc1 in the list: 1%, -20%, -25%, 21%, 0%, 15, 6%, 12, 5%

# Other results.
molecule,HEK293 tox,SW480 rereplic,KB-V1 cytotox,HT1080NT lethal,MCF10A rerep,D3 ag,HT1080 IDH1KD tx,IL1B secr inh,KB-3-1 cytotox
CCN1CCN(C(=O)c2cn(CCOC)c(=O)c3c2c2ccccc2n3C)CC1,0%,-6%,?,0%,22%,8,6%,36,24%
COc1ccc(CN2CCSCC2)c(OC)c1C,-22%,-3%,-18%,2%,?,7,-2%,9,-3%
O=C(Cc1coc2ccc3ccccc3c12)Nc1nnc(C2CC2)s1,-1%,?,?,-21%,?,2,?,29,?
CC(=O)Cc1nsc(NC(=O)c2ccc(-c3ccc(Cl)c(C(F)(F)F)c3)o2)n1,83%[activator],1%,15%,0%,0%,-4,-10%,1,11%
Cc1ccc(Cl)cc1-n1ncc2c(Nc3ccc4c(c3)OCCO4)ncnc21,-13%,/,-22%,/,/,-5,/,/,0%
CCN(CC)S(=O)(=O)c1ccc(C)c(NC(=S)NC2CCCCC2)c1,-4%,19%,-22%,-2%,4%,-3,-9%,24,-7%
COc1ccc2cc(C(=O)Nc3ccc(S(N)(=O)=O)cc3)sc(=O)c2c1OC,19%,13%,16%,-17%,?,2,1%,?,12%
CCCCN1C2CCCC1CC(NC(=O)c1cccc(OC)c1)C2 (configuration not stated),17%,-24%,-6%,0%,?,-15,18%,-6,-10%
COc1ccccc1C(c1nnnn1C1CCCC1)N1CCN2CCCC2C1 (configuration not stated),-4%,-2%,-18%,7%,?,-7,-2%,?,4%
CCOCCCNC(=O)C1CCN(S(=O)(=O)N2CCCCC2)CC1,4%,-21%,?,-1%,12%,2,4%,-1,12%
Cc1ccccc1NC(=O)Cn1nc(C(F)(F)F)cc1C1CC1,6%,-4%,?,14%,6%,-4,2%,-1,-6%
COc1ccc(NC(=O)CCNS(=O)(=O)c2ccc3c(c2)CCCC(=O)N3)cc1Cl,0%,/,-20%,/,/,-9,/,/,6%
CCOC(=O)c1ccc(NC(=O)N2CCCCCC2)cc1,-2%,-17%,?,2%,8%,-6,-15%,i,9%
Oc1ccccc1C=NCCN1CCN(CCN=Cc2ccccc2O)C1c1ccccc1O (configuration not stated),3%,?,38%,0%,0%,15,-2%,18,3%
COc1ccccc1CNS(=O)(=O)c1ccc2c(c1)CC(=O)N2C,-3%&0%,-2%,16%&-4%,-1%,3%,13&12,7%,16,19%&-28%
CN(C)CCN(C)C1CN(Cc2ccccc2)S(=O)(=O)C1 (configuration not stated),1%,/,0%,6%,/,0,21%,1,0%
COc1ccc(C)cc1NC(=O)Nc1cccc(-c2noc(C)n2)c1,-18%,/,?,/,/,-15,/,/,-16%
Cc1ccc(C2CC(=O)N(Cc3ccc(F)cc3)c3c2c(C)nn3-c2nc(C)cc(C)n2)cc1 (configuration not stated),3%,/,11%,/,/,-21,/,/,0%
COc1cc(/C=C(\C#N)c2ccccn2)ccc1OCC(=O)Nc1c(Cl)cccc1Cl,-7%,1%,-32%,-1%,?,0,-5%,28,-1%
Cc1ccnc(Nc2nc(-c3ccc(O)c(O)c3)cs2)c1,?,5%[1.84 µM],7%,-25%,?,7,?,-60*,?
CCOC(=O)C1CCN(C(=O)C(=O)N2CCC(C(=O)OCC)CC2)CC1,-7%,-1%,-4%,-5%,?,1,3%,-4,-6%
CCn1cc(CN2CCN(Cc3ccsc3)C(CCO)C2)cn1 (configuration not stated),-10%,-5%,2%,-2%,11%,-17,2%,?,9%
Cc1nn(C)c(C(=O)NNC(=O)Nc2cccc(C(F)(F)F)c2)c1Cl,1%,0%,-30%,?,-2%,3,?,48,-31%
Cc1ccc(S(=O)(=O)N2CCN=C2c2ccccc2)cc1C,-2%,-8%,-22%,6%,-4%,0,1%,-20,2%
O=C(Nc1ccncc1)c1ccc([N+](=O)[O-])cc1Cl,2%,1%,0%,-8%,-1%,0,-11%,-15,-2%
CN1CCN(C(=O)c2cc3nc(-c4ccc(F)cc4)cc(C(F)(F)F)n3n2)CC1,-8%,0%,-1%,-17%,?,1,-9%,-20,10%
CS(=O)(=O)c1ccc2nc(NC(=O)c3ccc(N4C(=O)CCC4=O)cc3)sc2c1,-14%,-32%,-25%,-5%,-5%,1,-6%,-4,-14%
CN(c1ccccc1)S(=O)(=O)c1cccc(NC(=O)Cn2cnc3ccccc3c2=O)c1,-6%,-2%,23µM*,-20%,11%,2,-9%[9.24 µM],-1,?
CCn1c(SCc2nc3ccccc3c(=O)[nH]2)nnc1C(C)NC(=O)c1ccccc1 (configuration not stated),4%,-11%,26%,1%,-4%,7,5%,14,2%
COc1ccccc1OCc1nc2ccccc2n1C,13%,4%,2%,19%,0%,1,16%,10,2%
COc1cccc(NC(=O)CC(=O)c2ccc([N+](=O)[O-])cc2)c1,-3%,-4%,14%,-6%,10%,-5,-2%,-20,12%
Cc1ccc(C2C(C#N)=C3N=C(N)c4ccccc4N3C3=C2C(=O)CCC3)cc1 (configuration not stated),-6%,2%,0%,-7%,-8%,1,-21%,?,9%
Cc1ccc(NC(=O)c2ccc(OC(F)(F)F)cc2)cc1S(=O)(=O)N(C)C,-28%,-3%,?,-24%,9%,3,-28%,5,23µM*
CC(=O)Nc1ccc(NC(=O)CCc2nc3ccccc3c(=O)[nH]2)cc1,-11%,-4%,11%,11%,-4%,8,19%,27,15%
CCN(CC)S(=O)(=O)c1ccc(Cl)c(NC(C)=O)c1,0%,-10%,-12%,20%,-1%,0,7%,-12,-2%
